Dynein transport – dynein cargo transport inhibition. 3617.4 mouse cells, GR-EGFP nuclear translocation imaging; test concentration mostly 20 µM; stimulated with dexamethasone, 1 µM; stronger effect = lower value. z-score, hits read low. actives 0.47% (n = 220,000). AID 1381;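 active = plate z-score of nuclear minus cytoplasmic receptor signal below a set negative limit, without overly bright fluorescence or cell loss, cut at about -3.5 in these data, passing the limit was not always enough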;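 note: z-score of nuclear minus cytoplasmic ring GR-EGFP intensity difference per well; some compounds called inactive have numbers as strong as hits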
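Buffer or medium: tetracycline-free induction medium containing charcoal-stripped FBS / Reagent: dexamethasone agonist, 1.0 µM final, for 30 min / Technique: automated 10x imaging of fixed Hoechst-stained cells / Times: induction 48 h, compound 1 h, agonist 30 min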
KOR beta-arrestin-1 – KOR agonists, beta-arrestin recruitment, primary screen, cell-based, luminescence, uHTS (AID 1777) | actives 0.02% (n = 280,000) | activation, % at 10 µM; hits with a dose series show EC50 in µM | KOR beta-arrestin recruitment, luminescence; higher % means a stronger effect; in the data active = activation above about 50%, passing the limit was not always enough; note: a part of the inactive calls stands beside numbers as strong as those of hits
NOD2 inhibition – inhibition of NOD2-driven NF-kB reporter – cell-based, luminescence, uHTS, HEK293 (AID 1566); actives 0.63% (n = 290,000); HEK293 NOD2/NF-kB luciferase reporter, luminescence; higher % means a stronger effect; inhibition, % at 4 µM, or EC50 in µM where a hit was titrated; note: many of its hits are not listed in these tables
GPR55 activation – GPR55 agonists via beta-arrestin recruitment, primary screen, imaging, U2OS cells, beta-arrestin-GFP redistribution (AID 1961). U2OS GPR55 beta-arrestin-GFP redistribution imaging; higher % means a stronger effect. activation, % at 10 µM, or EC50 in µM where a hit was titrated. actives 0.048% (n = 290,000);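 active = activation above 40% with more than 50 cells counted in the well; inconclusive = wells holding fewer than 50 cells, flagged as toxic or sparse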;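 note: U2OS osteosarcoma cells stably expressing GPR55 and beta-arrestin-GFP; plate controls were DMSO negative control for no effect and LPI positive control for full effect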
M1AAP inhibition – P. falciparum M1AAP inhibitors, biochemical, fluorogenic H-Leu-NHMec substrate, 1536-well (AID 1445). one-dose inhibition, % at 30 µM; IC50 in µM for titrated hits. recombinant M1AAP, H-Leu-NHMec fluorogenic kinetic assay; higher % means a stronger effect. actives 0.42% (n = 220,000);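 active = primary inhibition above the hit cutoff, then over 50% inhibition at one or more dose response concentrations, cut at about 23% in these data, passing the limit was not always enough; inconclusive = conflicting primary data, or primary hits not chosen for dose response; inactive = low primary inhibition, or under 50% at every dose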;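 note: plate controls were DMSO full reaction for no effect and no enzyme background for full effect; strong numbers were not always called active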
P. falciparum M17LAP – P. falciparum M17LAP inhibitors, primary screen, biochemical, fluorogenic H-Leu-NHMec substrate, 1536-well (AID 1619). recombinant M17LAP, H-Leu-NHMec fluorogenic kinetic assay; higher % means a stronger effect. inhibition, % at 30 µM, or IC50 in µM where a hit was titrated. actives 0.38% (n = 220,000);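 active = compound inhibiting the enzyme by more than half at any dose during confirmatory dose-response retesting; inconclusive = strong single-dose inhibitors picked by rank but not retested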;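 note: plate controls were full reaction with DMSO carrier for no effect and no enzyme background for full effect; strong numbers were not always called active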
AID2073 – disruptors of CaV2.2 binding to Mint1 – biochemical, HTRF (AID 2073) | HTRF protein-protein interaction, Mint1-CaV2.2; higher % means a stronger effect | inhibition, % at 20 µM; hits with a dose series show IC50 in µM | actives 0.19% (n = 290,000); in the data active = inhibition mostly above about 51%, no sharp cut-off; inconclusive = no clear call, values can overlap the other calls; inactive = mostly below about 53%; note: some results filed as inactive read as strong as hits
KOR beta-arrestin-2 – kappa opioid receptor blockers – cell-based, luminescence, uHTS (AID 1778). KOR beta-arrestin recruitment, luminescence, antagonist mode; higher % means a stronger effect. inhibition, % at 10 µM, or IC50 in µM where a hit was titrated. actives 0.091% (n = 290,000); note: strong numbers were not always called active
NOD1 NF-kB reporter – inhibition of NOD1-driven NF-kB reporter – cell-based, luminescence, uHTS, primary screen (AID 1578) | NOD1-driven NF-kB luciferase reporter cells, luminescence; higher % means a stronger effect | inhibition, % at 4 µM; hits with a dose series show EC50 in µM | actives 1% (n = 290,000); in the data active = inhibition mostly above about 36%, no sharp cut-off; inactive = mostly below about 34%;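 note: HEK-293T reporter cells stimulated with the NOD1 agonist gamma-tri-DAP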
Dynein transport cytoplasmic EGFP – second read-out of Dynein transport, no call of its own (marks repeat the call); z-score; measured here: cytoplasmic GR-EGFP intensity; stronger effect = higher value
Dynein transport nuclear GR-EGFP – second read-out of Dynein transport, no call of its own (marks repeat the call); z-score; measured here: nuclear GR-EGFP intensity;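 lower value marks the stronger effect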
Dynein transport cell count – recorded beside Dynein transport, whose call it bears; z-score; measured here: cell count per field
Starred values were filed as active, the others as inactive; ? = inconclusive; · = no result given; [ ] = remark or other dose. Cut-off read from the data, not from the text of the source, unless noted: active = inhibition above about 50%; inactive = the rest. Only part of the results is shown. The share of hits here may be higher or lower than overall.

SMILES	Dynein transport	Dynein transport cytoplasmic EGFP	Dynein transport nuclear GR-EGFP	Dynein transport cell count	KOR beta-arrestin-1	NOD2 inhibition	GPR55 activation	M1AAP inhibition	P. falciparum M17LAP	AID2073	KOR beta-arrestin-2	NOD1 NF-kB reporter
Cc1ccc(-n2nc3c(=O)n(CC(=O)NCCc4cccs4)nc(C)c3c2C)cc1	·	·	·	·	-4.9%	26%	-0.1%	·	·	2%	3%	6%
CCOC(=O)CN1C(=O)c2ccccc2Sc2ncccc21	·	·	·	·	-6.7%	19%	-0.1%	·	·	1%	9%	-4%
CCOC(=O)c1sc(NC(=O)CSc2ncccn2)nc1C	·	·	·	·	6.8%	-3%	-0.2%	·	·	24%	-22%	38%
CC1(C(=O)NC2CCCC2)CCC(=O)N1Cc1cccs1 (centres undefined)	1.9	-0.16	1.3	-1.5	1.5%	9%	-0.1%	4%	-5%	-9%	-1%	-20%
COc1ccc(NS(=O)(=O)c2cccc(C(=O)N/N=C(\C)c3ccncc3)c2)cc1	-0.051	-0.27	-0.36	-0.27	-1.8%	15%	0.3%	6%	-13%	44%	-6%	10%
O=C(NCCN1CCN(c2ccccc2)CC1)c1cccc(Cl)c1	·	·	·	·	-1.6%	11%	0.6%	·	·	14%	16%	4%
COc1ccccc1CNS(=O)(=O)c1c(C)[nH]c(C)c1C(=O)N1CCCCC1	·	·	·	·	-0.3%	0%	0.1%	·	·	0%	-12%	-17%
Cc1ccc(NC(=O)CN2C(=O)NC3(CCCC3)C2=O)c(Cl)c1	·	·	·	·	6.3%	2%	-0.2%	·	·	-3%	-35%	0%
CCOC(=O)CON1C(=O)C(C)(C)N(OCC(=O)OCC)C(=O)C1(C)C	0.29	-0.095	0.42	-0.63	14%	5%	-0.2%	7%	1%	-1%	6%	-10%
CCCN(CCC)Cc1cc2ccccc2c2c1COC2	-0.32	0.23	-0.086	0.45	-2.3%	14%	-0.1%	-2%	1%	-5%	-3%	6%
Cc1ccc(N(CC(=O)N2CCOCC2)S(C)(=O)=O)cc1Cl	·	·	·	·	-2.1%	3%	0.6%	·	·	3%	-9%[20 µM]	-24%
CC1CN(c2nnc(-c3ccccc3)c3ccccc23)CC(C)O1 (centres undefined)	-0.19	0.078	0.48	0.77	0.1%	16%	-0.7%	2%	-1%	-4%	26%	-15%
O=C(NCC1CCCO1)c1sc(=S)n2c1[nH]c(=O)c1ccc(C(=O)N3CCCCC3)cc12 (centres undefined)	-0.076	-0.37	-0.16	-0.22	-2.0%	14%	-0.2%	20%	65µM*	-6%	21%	-17%
Cc1ccc(S(=O)(=O)C(C#N)=C2N(C)c3ccccc3N2C)cc1	1.3	-0.23	1.7	-2.6	-1.9%	-2%	-0.6%	10%	4%	0%	19%	-12%
CCOc1ccc2c(C)c(Cl)c(=O)oc2c1	-1.7	0.036	-0.94	1	14%	-14%	-0.1%	14%	-36%	9%	-77%	-18%
CCCN(C(=O)CSc1cc(-c2ccccc2)c2ccc(OC)cc2n1)C1CCS(=O)(=O)C1 (centres undefined)	-1.1	0.16	-0.51	0.13	-4.2%	-24%	-0.2%	4%	10%	18%	-14%	-20%
Cc1ccc(S(=O)(=O)NCCNc2ccccc2[N+](=O)[O-])cc1	1.6	-0.015	0.55	-0.72	5.7%	-18%	0.5%	8%	-2%	4%	12%	10%
Oc1cc2c(cc1C(c1ccc(Br)cc1)N1CCCC1)OCO2 (centres undefined)	-1.8	0.19	-0.84	-0.05	-0.4%	·	4.2%	11%	5%	10%	-4%	·
CCOc1ccc(NC(=S)N(CCN2CCOCC2)Cc2cc3cc4c(cc3[nH]c2=O)OCO4)cc1	0.0052	-0.25	0.17	-0.56	1.3%	3%	0.7%	8%	3%	-3%	-14%	35%
COc1cc(NC(=O)CSc2nnc(-c3ccncc3)n2C2CCCCC2)ccc1NC(=O)c1ccco1	-0.57	-0.16	0.082	0.24	-6.9%	10%	-0.1%	2%	-1%	3%	-6%	-1%

Structures above marked active in P. falciparum M17LAP.
Structure	Dynein transport	Dynein transport cytoplasmic EGFP	Dynein transport nuclear GR-EGFP	Dynein transport cell count	KOR beta-arrestin-1	NOD2 inhibition	M1AAP inhibition	P. falciparum M17LAP	AID2073	KOR beta-arrestin-2	NOD1 NF-kB reporter
O=C(NCC1CCCO1)c1sc(=S)n2c1[nH]c(=O)c1ccc(C(=O)N3CCCCC3)cc12 (centres undefined)	-0.076	-0.37	-0.16	-0.22	-2.0%	14%	20%	65µM*	-6%	21%	-17%

Carrying on:
SMILES	Dynein transport	Dynein transport cytoplasmic EGFP	Dynein transport nuclear GR-EGFP	Dynein transport cell count	KOR beta-arrestin-1	NOD2 inhibition	GPR55 activation	M1AAP inhibition	P. falciparum M17LAP	AID2073	KOR beta-arrestin-2	NOD1 NF-kB reporter
CCC(=O)OC1CC(C)N(C(=O)c2ccccc2)c2ccc(C)cc21 (centres undefined)	-0.27	0.073	0.18	0.52	-11%	0%	0.2%	-1%	-3%	4%	4%	-16%
Cc1ccc(C)c(NC(=O)Cc2ccc(S(=O)(=O)N3CCCCC3)s2)c1	0.85	-0.19	0.21	-0.25	5.8%	4%	-0.3%	5%	5%	0%	31%	-1%
COc1ccccc1C(=O)Nc1ccnn1C1CCN(C)CC1	·	·	·	·	-0.9%	-2%	-0.1%	·	·	-4%	2%	-15%
OCCCNc1ncnc2sc(-c3ccccc3)cc12	-0.68	-0.19	-0.97	0.21	-5.3%	-54%	0.8%	1%	15%	2%	-39%	-2%
Cc1cc(NC(=O)CSc2nnc(Cc3ccccc3)o2)no1	-0.084	-0.0055	0.11	0.46	0.6%	-1%	0.0%	13%	3%	5%	-8%	·
CCCCC(=O)Nc1cc([N+](=O)[O-])ccc1F	0.2	-0.13	0.4	-0.8	0.8%	-10%	-0.3%	6%	19%	3%	-9%	-28%
O=C(CC1C(=O)NCCN1CC(c1ccccc1)c1ccccc1)NC1CC1 (centres undefined)	-0.87	-0.28	-0.59	0.88	-3.0%	18%	0.5%	1%	-1%	0%	-17%	-18%
CCOC(=O)c1c(NC(=O)CSc2c[nH]c3ccccc23)sc2c1CCCC2	2.3	0.86	2.5	-1.8	4.9%	8%	0.7%	9%	-9%	-10%	-43%	29%
CCOC(=O)Cc1cc(C)[nH]c1C(=O)OCC	-0.27	-0.22	0.29	-0.14	-2.4%	28%	-0.1%	2%	-5%	5%	10%	7%
Cc1ccc2c(c1)c1c3n2CCN(CC(O)CNC(C)C)C3CCC1 (centres undefined)	·	·	·	·	-2.0%	-28%	0.3%	·	·	14%	-30%[20 µM]	0%
CCCCCCC(=O)N1C/C=C\C(c2ccc(OC)cc2)N(Cc2ccc(F)cc2)C(=O)C1 (centres undefined)	3.2	-0.52	1.4	-1.5	0.1%	-15%	-0.1%	-7%	-6%	5%	46%	1%
COc1ccc(CCC(C)NCC2CCCCC2)cc1 (centres undefined)	0.61	-0.12	0.59	-0.43	-4.7%	4%	-0.3%	2%	4%	3%	-26%	-1%
CCOC(=O)c1cc(NC(=O)c2cc(C)on2)cc(C(=O)OCC)c1	-0.029	-0.08	0.089	0.94	-2.3%	8%	-0.1%	6%	5%	5%	22%	-19%
O=C(NC1CCCC1)C1CCCN(S(=O)(=O)c2cnc[nH]2)C1 (centres undefined)	-0.73	-0.19	-0.38	0.46	-1.8%	10%	-0.1%	0%	-1%	-1%	18%	-11%
CC(=O)N1CCN(C(=O)CCc2nc3sc4c(c3c(=O)[nH]2)CCCC4)CC1	-0.79	-0.2	-0.0035	0.011	5.2%	10%	0.2%	0%	0%	16%	-2%	4%
Cc1ccc(OC(=O)C(F)(F)F)c2c1NCCC2	-0.17	-0.32	-0.31	-0.23	-1.3%	8%	-0.1%	-5%	4%	3%	20%	-14%
CCn1c(/C=C/c2ccc(O)c(O)c2)nc2ccccc2c1=O	·	·	·	·	0.4%	6%	-0.2%	·	·	17%	-5%	-44%
O=C(Cc1ccc(F)cc1)Nc1cccc(-c2cn3c(n2)SCC3)c1	2	-0.2	1.3	-1.3	0.7%	-4%	0.1%	-4%	-2%	2%	-12%	-16%
CCN(CC)c1ccc(NC(=O)COc2ccc(C#N)cc2)cc1S(=O)(=O)Nc1ccc(OC)cc1	-0.57	1.9	-0.4	0.52	7.3%	5%	-0.1%	5%	0%	-2%	-11%	-11%
Cc1cccc(C(=O)NC(=S)NNC(=O)c2ccc(Cl)cc2)c1	-0.71	-0.2	-0.4	0.18	8.2%	13%	-0.2%	-10%	86%	-10%	-16%	-19%
CCOc1ccccc1NC(=O)C1CCCN(S(=O)(=O)c2cccc3nsnc23)C1 (centres undefined)	0.099	-0.15	0.34	-0.94	1.8%	-4%	?	1%	10%	10%	-36%	-8%
COc1ccc(N(CC(=O)NCCSc2ccccn2)S(C)(=O)=O)cc1Cl	-0.41	0.24	-0.085	-0.66	-2.8%	-8%	-0.3%	3%	-1%	-6%	-44%	-32%
COc1ccc(N2CCN(C(=O)c3ccc(CS(=O)Cc4ccc(C)cc4)o3)CC2)cc1 (centres undefined)	·	·	·	·	-4.7%	31%	-0.3%	·	·	4%	-14%	-14%
CCOC(=O)CNC(=O)c1nn(-c2cccc(OC)c2)c(=O)c2ccccc12	-1.2	-0.2	-0.3	0.93	-0.4%	18%	-0.1%	3%	9%	-7%	-11%	-8%
COc1ccccc1NC(=O)N1CCN(c2ncccn2)CC1	0.26	-0.25	0.33	1.5	-3.0%	1%	0.1%	6%	4%	2%	28%	-9%
CC(=O)c1ccc(S(=O)(=O)Nc2ccc(C(=O)NCC(c3ccccc3)N(C)C)cc2)cc1 (centres undefined)	0.14	-0.36	-0.45	0.48	-5.3%	8%	0.0%	5%	7%	18%	28%	13%
O=C(Nc1nc2n(n1)C(c1ccccc1)CC(c1ccc(Cl)cc1)N2)c1ccco1 (centres undefined)	-0.36	-0.19	-0.33	0.73	1.4%	22%	-0.1%	2%	2%	0%	17%	31%
CN(Cc1ccco1)S(=O)(=O)c1nnc(NC(=O)c2ccccc2Cl)s1	·	·	·	·	-0.2%	17%	-0.2%	·	·	25%	-24%	-10%
Cn1cnc(S(=O)(=O)N2CCN(c3ccccc3)CC2)c1	·	·	·	·	-0.7%	5%	-0.2%	·	·	7%	-30%	-5%

Source: PubChem (several laboratories)
